Scp1 inh: Scp-1 (human) phosphatase inhibition. Q9GZU7. Recombinant Scp1, phosphopeptide, malachite green phosphate absorbance. inhibition, % at 20 µM. 340,000 tested, 0.88% active. AID 493091;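 active = inhibition above about 50% at 20 µM, limit read from the data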;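 also: plate controls were DMSO wells with enzyme for no effect and wells lacking enzyme for full effect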
Target sequence (Q9GZU7 76-261 limits assumed): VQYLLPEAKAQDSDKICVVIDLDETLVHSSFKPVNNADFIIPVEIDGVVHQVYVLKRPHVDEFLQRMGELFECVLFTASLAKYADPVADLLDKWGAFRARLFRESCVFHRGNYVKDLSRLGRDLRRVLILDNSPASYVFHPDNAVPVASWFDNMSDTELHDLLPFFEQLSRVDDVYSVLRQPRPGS
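Test system: SCP-1 catalytic domain; Buffer or medium: Acidic Tris acetate buffer with magnesium and detergent; Also added: Phosphorylated 17-residue peptide substrate; Compound: single 20 µM dose, 1% DMSO; Schedule: enzyme reaction 45 min at room temperature, colour 5 min, stabilisation 30 min; Signal: Phosphate-binding colour reagent, absorbance read at 630 nm.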
LMPTP inh: LMPTP (human) inhibition | P24666 | 360,000 tested, 0.22% active | inhibition, % at 20 µM | recombinant LMPTP-A, OMFP fluorogenic substrate, fluorescence intensity;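 active = compounds that cut the enzyme signal by at least half of the control window in the single-dose screen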;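 also: plate controls were DMSO wells with enzyme plus substrate for no effect and substrate without enzyme for full effect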
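Test system – LMPTP-A enzyme · Amount – LMPTP-A at 0.625 nM final in the reaction · Buffer or medium – Bis-Tris pH 6.0, DTT, detergent · Reagent – OMFP 400 µM · Doses – single 20 µM dose · Schedule – reaction 50 min, room temperature, dark · Detection – fluorescence intensity of OMFP turnover product · Evaluation – percent inhibition versus substrate-only and uninhibited controls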
TbMetRS inhib: blocks T. brucei methionyl-tRNA synthetase activity | 360,000 tested, 0.4% active | inhibition, % at 11.9 µM | AID 624268 | purified T. brucei MetRS, ATP depletion, Kinase-Glo luminescence;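 active = inhibition above a per-plate cutoff of the control wells' mean inhibition plus 3 SD, cut at about 5.5% in these data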;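 also: 0% = DMSO wells median and 100% = median of wells with control inhibitor compound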
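Material: parasite MetRS enzyme / Replication: singlicate, one well per compound / Signal: luminescence of leftover ATP / Schedule: 2 h aminoacylation at 25 °C after 15 min preincubation / Medium: HEPES-MgCl2-KCl buffer plus DTT, spermine, BSA, pyrophosphatase / Doses: 11.9 µM single point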
CSN deneddyl inh: blocks human CSN-mediated cullin deneddylation; Purified CSN, SCF-Nedd8-OG deneddylation, fluorescence polarization; inhibition, % at 12.5 µM; 360,000 tested, 0.38% active;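 active = pattern-corrected inhibition above about 35%, with an unprinted fluorescence ratio check between 0.5 and 1.5, limit read from the data, passing the limit was not always enough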;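 also: 0% = enzyme with substrate and 100% = substrate without enzyme; some results filed as inactive read as strong as hits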
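Assay system: HEK293T-derived human Csn5 enzyme; quantity: 0.24 nM enzyme; medium: Tris/NaCl/DTT buffer, pH 7.5; also added: substrate SCFSkp2-Nedd8OG, 10 nM; doses: 12.5 µM compound; schedule: 90 min reaction at room temperature; signal: FP; read-out: % inhibition of substrate cleavage by Csn5; benchmarks: substrate-only high control, full reaction low control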
STEP inh: STEP (human) phosphatase inhibition; P54829; recombinant STEP, OMFP fluorogenic substrate, fluorescence; inhibition, % at 20 µM; 360,000 tested, 0.25% active; AID 588621;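 active = inhibition at 20 µM, scaled per plate between control wells, above about 37%, limit read from the data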;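 also: 0% = DMSO with enzyme and substrate and 100% = substrate only without enzyme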
Target sequence (P54829 whole entry, looked up): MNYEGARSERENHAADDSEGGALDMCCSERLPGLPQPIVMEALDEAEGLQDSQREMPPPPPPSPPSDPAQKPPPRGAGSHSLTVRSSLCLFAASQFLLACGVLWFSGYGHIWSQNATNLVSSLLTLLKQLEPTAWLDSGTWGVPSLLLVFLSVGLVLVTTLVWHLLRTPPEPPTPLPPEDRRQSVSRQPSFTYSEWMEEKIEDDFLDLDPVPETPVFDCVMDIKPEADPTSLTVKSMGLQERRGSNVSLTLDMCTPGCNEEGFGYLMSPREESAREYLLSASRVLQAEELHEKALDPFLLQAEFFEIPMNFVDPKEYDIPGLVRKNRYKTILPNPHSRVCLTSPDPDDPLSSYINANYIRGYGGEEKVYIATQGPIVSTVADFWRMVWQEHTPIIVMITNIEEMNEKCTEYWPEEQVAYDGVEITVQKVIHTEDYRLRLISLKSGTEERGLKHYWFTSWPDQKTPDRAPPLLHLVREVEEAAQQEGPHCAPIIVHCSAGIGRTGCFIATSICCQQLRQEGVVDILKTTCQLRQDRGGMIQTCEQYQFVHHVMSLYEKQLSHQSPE
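Material: STEP (striatal-enriched tyrosine phosphatase) enzyme, cell-free; Compound dosing: 20 µM single dose in 1% DMSO; Technique: fluorescence read at 480 nm ex / 540 nm em; Times: reaction 20 min, ambient temperature; Medium: 50 mM Bis-Tris pH 6.0 with 2.5 mM DTT and 0.005% Tween 20; Also added: OMFP at 25 µM.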
MsrA inhibitor: bovine MsrA inhibition; purified bovine MsrA, absorbance read-out; inhibition, % at 15.5 µM; 360,000 tested, 0.75% active; in the data active = inhibition above about 4.5%;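 also: 0% = vehicle wells with enzyme and 100% = reference inhibitor wells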
DNMT1 inh: blocks human DNA methyltransferase DNMT1 | DNMT1 molecular beacon, Hinp1I cleavage, fluorescence | inhibition (reported as % activation of signal), % at 10 µM | 360,000 tested, 0.83% active; in the data active = inhibition above about 50%
Rpn11 inh: blocks the human proteasome subunit Rpn11; 360,000 tested, 0.59% active; human 26S proteasome, Ub4-pepOG fluorescence polarization; 20S core pre-blocked with epoxomicin; AID 588493; O00487; calls only at 20 µM;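 active = inhibition at 20 µM, scaled to each plate's controls, above about 33%, limit read from the data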
Target sequence (O00487 whole entry, looked up): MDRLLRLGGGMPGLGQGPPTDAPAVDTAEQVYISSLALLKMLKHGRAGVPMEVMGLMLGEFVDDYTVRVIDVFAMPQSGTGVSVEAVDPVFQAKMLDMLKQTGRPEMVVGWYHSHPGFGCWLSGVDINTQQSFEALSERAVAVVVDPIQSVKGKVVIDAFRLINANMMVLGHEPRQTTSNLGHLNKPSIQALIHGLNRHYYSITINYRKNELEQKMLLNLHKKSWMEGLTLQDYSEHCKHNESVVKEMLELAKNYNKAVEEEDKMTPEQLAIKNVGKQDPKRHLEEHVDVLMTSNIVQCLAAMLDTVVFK
SUMO1 PPI mod: SUMO1-SIM interaction modulation; P63165; SUMO1 binding to a labelled peptide, TR-FRET, 1 h; inhibition, % at 20 µM; 360,000 tested, 0.33% active; in the data active = inhibition above about 37%
NadD block: blocks S. aureus nicotinate mononucleotide adenylyltransferase; purified NadD enzyme, colorimetric absorbance read-out; inhibition, % at 20 µM; 360,000 tested, 0.78% active; in the data active = inhibition above about 26%; also: some compounds past the cut are filed as inactive
The depositor's hits bear a star; i = inactive; . = not tested or not shown.

1	CCCCc1nc2sc3c(=O)n(N)cnc3c2c2c1CCC2
2	O=[N+]([O-])c1ccc(Nc2cccc(F)c2)nc1
3	Cc1cc(C)cc(OC(C)C(=O)Nc2ccc(S(=O)(=O)Nc3cc(C)nc(C)n3)cc2)c1 (configuration not stated)
4	Cc1cccn2c(=O)c3cc(C#N)c(=NC(=O)c4cccnc4)n(CC4CCCO4)c3nc12 (configuration not stated)
5	O=C1CC(c2ccc(F)cc2)CC2=C1C(c1ccc([N+](=O)[O-])o1)Nc1ccccc1N2 (configuration not stated)
6	O=C(c1cccc(NS(=O)(=O)c2ccc(F)cc2)c1)N1CCN(c2ccccc2)CC1
7	CCCOc1cccc(C(=O)Nc2ccc(CN3CCOCC3)cc2)c1
8	COC(=O)c1ccc(CO/N=C/c2ccc(OC)cc2OC)cc1

assay / compound	1	2	3	4	5	6	7	8
Scp1 inh	-4.0	4.1	1.0	-7.0	-0.8	9.4	-1.2	-22.9
LMPTP inh	0.4	0.0	-1.0	-1.4	0.3	1.2	0.5	3.5
Rpn11 inh	i	i	i	i	i	i	i	i
STEP inh	9.0	-0.2	-0.1	-0.9	-1.0	0.3	-0.5	-0.7
TbMetRS inhib	-0.4	-0.4	0.4	-0.9	6.9*	-0.5	0.0	-1.1
SUMO1 PPI mod	1.9	-25.2	3.6	1.4	-18.8	-0.4	3.8	6.3
CSN deneddyl inh	0.0	-4.0	-1.0	-4.0	2.9	-2.9	1.8	-2.5
DNMT1 inh	2.2	2.8	-0.8	7.7	-2.2	-6.5	0.2	-1.4
MsrA inhibitor	-0.8	2.1	.	1.1	4.3	-0.4	-0.2	-0.6
NadD block	0.4	-0.6	6.0	0.2	-1.4	-3.5	-2.5	-6.0

9	CC(=O)C[C@H](O)CC(=O)[C@H]1OC(=O)[C@H](C)C/C=C\Cc2ccccc21
10	CCn1nccc1C(=O)Nc1cc(Cl)cc(Cl)c1
11	O=C(NCCCN1CCCC1)c1ccc2c(c1)N(Cc1ccccc1)CCS2
12	Cc1ccc(S(=O)(=O)N2CCC(N3CCC(C)CC3)CC2)cc1
13	CCN1C(=O)/C(=C\c2nc3ccccc3c(=O)n2-c2ccccc2)c2ccccc21
14	CCOC(=O)CNC(=O)N1CCCC(CNS(=O)(=O)c2cccs2)C1 (configuration not stated)
15	CC[C@]12c3[nH]c4cc(-c5ccco5)ccc4c3CCN1C(=O)[C@@H](CC(=O)NCc1ccco1)C[C@@H]2C(=O)N1CCN(C(=O)C2CC2)CC1
16	O=C(NCc1ccc2c(c1)OCO2)C1CCCN(C(=O)c2ccc(Cl)cc2)C1 (configuration not stated)

assay / compound	9	10	11	12	13	14	15	16
Scp1 inh	5.0	-4.3	1.3	-6.7	-4.6	4.2	3.9	-7.4
LMPTP inh	-0.9	1.3	9.3	-1.7	0.8	-0.8	-0.2	0.7
Rpn11 inh	i	i	i	i	i	i	i	i
STEP inh	-2.4	-1.9	1.9	1.6	-3.0	-0.4	1.9	-0.9
TbMetRS inhib	0.3	0.8	0.8	-0.6	-0.3	0.3	-0.5	-0.1
SUMO1 PPI mod	1.4	0.4	-2.7	4.1	-15.0	-1.1	1.9	29.7
CSN deneddyl inh	-0.9	-3.4	-4.1	-3.2	1.2	5.5	-0.1	-3.0
DNMT1 inh	-2.3	-5.8	3.6	-1.8	-1.7	0.5	-0.3	1.5
MsrA inhibitor	1.6	0.6	0.7	0.4	0.7	0.3	0.9	0.1
NadD block	-6.2	3.3	-2.3	-8.9	2.0	-4.4	-2.6	-1.9

17	Cc1cc(N=Cc2cc(Br)ccc2O)no1
18	O=C(O)Cn1nnn(-c2ccccc2)c1=S
19	CCN(CC)C(=O)[C@H]1C[C@H](CC(=O)NCC23CC4CC(CC(C4)C2)C3)C(=O)N2CCc3c([nH]c4cc(-c5ccco5)ccc34)[C@]12C
20	COC(=O)c1ccc(S(=O)(=O)N2CCC(O)CC2)n1C
21	Cc1ccccc1NC(=O)Cn1nnc(-c2ccc(N3CCOCC3)cc2)n1
22	COc1ccc(NC(=O)c2cc(-c3ccccc3Cl)on2)cc1
23	CCC(CC)NC(=O)CSc1ccc(S(=O)(=O)N2CCOCC2)cn1
24	COc1ccccc1CNC(=O)CCNS(=O)(=O)c1cccc2nsnc12

assay / compound	17	18	19	20	21	22	23	24
Scp1 inh	-6.5	5.2	4.1	-9.8	-6.6	-4.7	-5.0	-5.2
LMPTP inh	-0.3	-0.6	5.2	-1.1	-0.1	2.3	-1.2	-1.1
Rpn11 inh	i	i	i	i	i	i	i	i
STEP inh	1.7	3.4	4.0	-1.2	-1.2	-0.3	1.1	1.1
TbMetRS inhib	-0.2	-0.1	-0.6	-0.4	-0.1	-0.7	-0.1	-0.7
SUMO1 PPI mod	-1.7	-1.0	-4.2	0.7	-4.1	4.1	1.3	-30.6
CSN deneddyl inh	-1.3	3.6	7.1	-1.0	-3.0	-6.4	0.3	5.3
DNMT1 inh	1.9	-4.6	-30.9	-3.2	-1.8	-5.0	3.5	-2.6
MsrA inhibitor	-0.2	-0.8	-0.6	-0.1	-0.6	1.1	-0.5	-0.6
NadD block	-8.0	-1.1	29.5	-4.0	-3.6	-4.3	-3.6	7.9

25	Cc1c(NC(=O)CN2CCCc3ccccc32)c(=O)n(-c2ccccc2)n1C
26	COc1ccc(Cc2nc3c4c(ncn3n2)Oc2ccc3ccccc3c2C4c2ccc(OC)c(OC)c2)cc1 (configuration not stated)
27	COc1ccc(-n2c(SCC(=O)N3CCCCC3)nc(O)cc2=O)cc1
28	Cc1cc(C)c(C(=O)CSC2=NC(N)=C(C#N)C3(CCCCC3)C2C(N)=O)cc1C (configuration not stated)
29	CC(C)c1ccc(CCNC(=O)CCNC(=O)c2ccc(Br)cc2)cc1
30	CCC(=O)Nc1ccc(NC(=S)NC(=O)c2cc3ccccc3o2)cc1
31	COc1cc(-c2nnc(NC(=O)C3=COCCO3)o2)cc(OC)c1OC
32	CSc1nnc([C@H](C)NC(=O)OC(C)(C)C)o1

assay / compound	25	26	27	28	29	30	31	32
Scp1 inh	-3.7	-8.2	-4.4	-8.4	-10.2	-7.3	-2.0	-4.7
LMPTP inh	-0.1	3.1	0.1	1.4	-0.5	-1.9	0.3	-1.3
Rpn11 inh	i	i	i	i	i	i	i	i
STEP inh	-0.3	-1.9	-2.8	17.4	-0.4	1.7	-0.1	1.0
TbMetRS inhib	-0.3	-0.1	0.5	0.5	-0.2	0.2	-0.1	-0.3
SUMO1 PPI mod	-3.8	-0.5	5.9	-1.4	-2.8	-0.3	7.8	1.7
CSN deneddyl inh	-0.6	-13.5	-2.4	2.1	0.4	-5.8	-2.2	-2.3
DNMT1 inh	2.8	-0.5	2.1	-9.4	4.9	0.5	0.6	1.8
MsrA inhibitor	-0.5	1.8	1.7	-0.5	-0.8	0.1	1.1	-0.2
NadD block	0.9	9.6	-0.6	3.1	1.9	0.7	2.7	9.6

33	Cc1c(CCC(=O)NC2CC2)c(=O)oc2c(C)c(O)ccc12
34	O=C(CSc1nc2ccccc2o1)Nc1nncs1
35	[N-]=[N+]=N[C@@H](CCN1CC[C@H](NC(=O)OCc2ccccc2)CCC1=O)c1ccccc1
36	O=S(=O)(NCCSc1ccccc1)c1cccs1
37	Cc1ccccc1C(=O)Nc1nc2n(n1)C(c1ccccc1)CC(=O)N2 (configuration not stated)
38	CCc1nc2ccc(C(=O)N3CCN(S(=O)(=O)CC)CC3)cn2c1N(CC)CCN(C)C
39	CCN(CC)CCCN(C(=O)Cn1nnc(-c2ccc(OC)c(OC)c2)n1)C(C(=O)NC(C)(C)C)c1ccc(F)cc1 (configuration not stated)
40	CCCCc1nc2ccccc2c(N)c1CCC (tested in a mixture with another compound)
41	CC1CC(C)(C)CC2(C1)NC(=O)N(CC(=O)N1CCN(S(=O)(=O)c3cccc(Cl)c3Cl)CC1)C2=O (configuration not stated)

assay / compound	33	34	35	36	37	38	39	40	41
Scp1 inh	9.5	-4.4	-2.3	-14.5	-6.8	.	1.0	-6.3	8.5
LMPTP inh	-1.8	1.1	-2.0	-0.8	0.9	0.1	0.2	24.5	0.7
Rpn11 inh	i	i	i	i	i	i	i	i	i
STEP inh	0.5	0.0	-2.5	4.2	-0.4	-3.5	-2.3	1.2	17.0
TbMetRS inhib	0.1	-0.7	0.0	-1.3	1.4	-0.2	-0.7	-0.1	-0.3
SUMO1 PPI mod	3.1	-0.4	1.9	0.2	-3.0	-2.4	4.4	2.7	2.2
CSN deneddyl inh	0.1	-2.3	-1.6	-4.5	-0.8	-5.0	-3.2	-4.4	-7.8
DNMT1 inh	0.9	0.7	4.8	1.8	6.2	3.6	-0.1	-0.6	2.8
MsrA inhibitor	.	-0.6	0.5	-0.7	-0.7	1.4	-0.7	0.6	0.5
NadD block	1.7	-1.5	0.2	-6.5	2.2	3.5	-10.3	-3.3	15.4

An excerpt of these results, with two lines to a compound.
Value order – Scp1 inh, LMPTP inh, Rpn11 inh, STEP inh, TbMetRS inhib, SUMO1 PPI mod, CSN deneddyl inh, DNMT1 inh, MsrA inhibitor, NadD block
34) O=C(CSc1nc2ccccc2o1)Nc1nncs1
  -4.4, 1.1, i, 0.0, -0.7, -0.4, -2.3, 0.7, -0.6, -1.5
35) [N-]=[N+]=N[C@@H](CCN1CC[C@H](NC(=O)OCc2ccccc2)CCC1=O)c1ccccc1
  -2.3, -2.0, i, -2.5, 0.0, 1.9, -1.6, 4.8, 0.5, 0.2
36) O=S(=O)(NCCSc1ccccc1)c1cccs1
  -14.5, -0.8, i, 4.2, -1.3, 0.2, -4.5, 1.8, -0.7, -6.5
37) Cc1ccccc1C(=O)Nc1nc2n(n1)C(c1ccccc1)CC(=O)N2 (configuration not stated)
  -6.8, 0.9, i, -0.4, 1.4, -3.0, -0.8, 6.2, -0.7, 2.2
38) CCc1nc2ccc(C(=O)N3CCN(S(=O)(=O)CC)CC3)cn2c1N(CC)CCN(C)C
  ., 0.1, i, -3.5, -0.2, -2.4, -5.0, 3.6, 1.4, 3.5
39) CCN(CC)CCCN(C(=O)Cn1nnc(-c2ccc(OC)c(OC)c2)n1)C(C(=O)NC(C)(C)C)c1ccc(F)cc1 (configuration not stated)
  1.0, 0.2, i, -2.3, -0.7, 4.4, -3.2, -0.1, -0.7, -10.3

Compound activity deposited in PubChem by several laboratories.
